Assay outcomes: PubChem, several laboratories
TRPN1 ag: activates the zebrafish TRPN1 channel; activation, % at 3 µM; hit rate 0.18% among 220,000; HEK293 zebrafish TRPN1-YFP, Fluo-8 calcium fluorescence; 100% = response to 87 µM carbachol;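 active = activation above its plate's cutoff, the mean activation of test wells on that plate plus 3 SD, cut at about 19% in these data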;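 also: 0% = DMSO alone and 100% = 87 µM carbachol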
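Material: zebrafish TRPN1-YFP in HEK293 cells. Doses: one dose of 3 µM, 0.3% DMSO. Incubation: dye 1 h 37 °C plus 30 min RT. Measured by: intracellular calcium fluorescence with Fluo-8.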
BaF3 parental: parental Ba/F3 viability inhibition as JAK2V617F counter-screen; CellTiter-Glo ATP luminescence; inhibition, % at 5.6 µM; hit rate 1.1% among 220,000;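 active = inhibition above a per-campaign cutoff, the mean inhibition of all tested compounds plus 3 SD, cut at about 27% in these data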;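 also: 0% = DMSO wells and 100% = JAK Inhibitor I control wells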
Wee1 stabilizer: blocks degradation of human Wee1 kinase; P30291; HeLa Luc-Wee1K328M stability, luciferase luminescence; 100% = proteasome inhibitor MG132 effect; reporter increase, % at 5 µM; hit rate 1.2% among 220,000; AID 1321;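 active = activation above the mean of all tested compounds plus 3 SD, set per screening run, cut at about 8.8% in these data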;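 also: cells exposed to compound for 20 h before luminescence read; 0% = DMSO alone and 100% = MG132 at 30 µM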
Target sequence (P30291 whole entry K328M): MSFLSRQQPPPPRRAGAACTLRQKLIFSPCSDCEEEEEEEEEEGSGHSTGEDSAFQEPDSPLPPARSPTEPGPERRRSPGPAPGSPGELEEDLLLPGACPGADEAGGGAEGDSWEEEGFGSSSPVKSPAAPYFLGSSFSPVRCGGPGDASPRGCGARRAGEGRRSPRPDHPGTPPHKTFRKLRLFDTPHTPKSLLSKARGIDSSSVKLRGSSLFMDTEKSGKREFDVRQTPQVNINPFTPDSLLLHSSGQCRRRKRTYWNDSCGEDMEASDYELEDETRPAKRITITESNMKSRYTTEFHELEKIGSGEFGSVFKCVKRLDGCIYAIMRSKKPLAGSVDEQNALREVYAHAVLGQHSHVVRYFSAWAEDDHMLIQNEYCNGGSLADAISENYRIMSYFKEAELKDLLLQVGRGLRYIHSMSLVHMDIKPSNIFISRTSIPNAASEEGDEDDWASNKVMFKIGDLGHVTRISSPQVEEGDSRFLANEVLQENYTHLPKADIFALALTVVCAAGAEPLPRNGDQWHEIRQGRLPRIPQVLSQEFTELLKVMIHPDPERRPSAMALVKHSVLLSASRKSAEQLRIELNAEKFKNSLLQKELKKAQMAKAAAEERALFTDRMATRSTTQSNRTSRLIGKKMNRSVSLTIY
TRPML3 agonist: human mucolipin-3 channel agonism; Q8TDD5; activation, % at 3 µM; hit rate 0.29% among 220,000; HEK293 TRPML3-YFP, Fluo-8 calcium fluorescence; 100% = the carbachol control signal;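 active = activation above its plate's cutoff, the mean activation of the plate's test wells plus 3 SD, cut at about 12% in these data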;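 also: 0% = DMSO only wells and 100% = carbachol wells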
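system = HEK293 cells stably carrying human TRPML3-YFP | doses = one concentration, 3 µM nominal, 0.3% DMSO | timing = dye loading 1 h 37 °C then 30 min ambient, 125 s read | detection = Fluo-8 calcium dye fluorescence, ex 470-495, em 515-575 nm | benchmarks = high control carbachol 87 µM, low control DMSO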
CHOP inhibitor: inhibitors of CHOP induction in ER stress response; CHO-K1 CHOP-promoter luciferase, tunicamycin-induced, 15-18 h; hit rate 3.8% among 220,000; inhibition, % at 10 µM; AID 2732;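 active = compounds that reduced the stress-induced luciferase reporter signal by more than about 70% of percent inhibition, limit read from the data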;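 also: 0% = tunicamycin plus vehicle and 100% = wells without tunicamycin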
Ba/F3 V617F tox: lowers viability of Ba/F3 cells expressing EpoR and JAK2V617F. hit rate 1.1% among 220,000. ATP luminescence. inhibition, % at 5.6 µM;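 active = inhibition above the campaign mean plus 3 SD over all tested compounds, cut at about 24% in these data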;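 also: cytokine-independent growth of Ba/F3 cells driven by EpoR plus mutant JAK2; 0% = DMSO-treated cells and 100% = JAK inhibitor I control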
RBBP9 inhibitor: human RBBP9 hydrolase inhibition. O75884. recombinant RBBP9, FP-Rh probe fluorescence polarization. hit rate 0.2% among 220,000. inhibition, % at 7.94 µM;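 active = inhibition above the campaign mean of all tested compounds plus 3 SD, cut at about 14% in these data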;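 also: plate controls were DMSO wells with RBBP9 for no effect and wells lacking RBBP9 protein for full effect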
Target sequence (O75884 whole entry, looked up): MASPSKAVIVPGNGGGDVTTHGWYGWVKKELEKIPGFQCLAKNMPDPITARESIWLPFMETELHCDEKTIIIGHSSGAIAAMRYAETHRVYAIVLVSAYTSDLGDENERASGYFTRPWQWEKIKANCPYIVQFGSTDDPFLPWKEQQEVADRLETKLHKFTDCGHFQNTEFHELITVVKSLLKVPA
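Measured by – fluorescence polarization · Test system – RBBP9 protein · Input – 2.5 µM RBBP9 dispensing solution, before mixing · Measure – percent inhibition from mP, scaled between DMSO and no-protein wells · Benchmarks – DMSO-treated enzyme wells and wells lacking RBBP9 · Times – preincubation 30 min plus labeling 45 min at 25 °C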
PPC-1+TRAIL kill: compounds killing PPC-1 cancer cells with TRAIL present (potentiator screen, no TRAIL-free arm) | PPC-1 cells + TRAIL, ATPLite viability luminescence | cell killing (% activity), % at 4 µM | hit rate 0.41% among 220,000;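 active = cell killing above 50% in the first pass at 4 µM, then a duplicate retest at 5 µM averaging 50% or more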;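 also: plate controls were cells with TRAIL plus DMSO for no effect and medium-only wells lacking cells for full effect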
TNF death inh: TNF-alpha cell death inhibition in Jurkat FADD-/- cells | Jurkat FADD-/- TNF necroptosis rescue, ATP luminescence, 24 h; 0 = TNF only, 100 = no-TNF cells | activation (protection from cell death), % at 10 µM | hit rate 0.068% among 220,000;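 active = activation, meaning protection from cell death, of at least 50% relative to plate controls; inactive = activation below 50%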;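 also: necroptosis triggered by 40 ng/mL TNF-alpha added together with compound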
* hit, by the source's call; . = no result given.

SMILES	TRPN1 ag	BaF3 parental	Wee1 stabilizer	TRPML3 agonist	CHOP inhibitor	Ba/F3 V617F tox	RBBP9 inhibitor	PPC-1+TRAIL kill	TNF death inh
COc1ccc(C2NC(=O)c3ccccc3O2)c(OC)c1OC (configuration not stated)	2.8	6	-3	0.1	-4	1	-9	-27	-3.7
Cc1nc2nc(C)c(CCC(=O)N3CCOCC3)c(C)n2n1	0.7	1	-1	0.7	-6	-2	-2	-4	-0.2
COc1cc(C2C(C#N)=C(N)N(c3cccnc3)C3=C2C(=O)CC(C)(C)C3)ccc1O (configuration not stated)	-0.7	5	-2	0.0	-14	4	-10	22	-0.3
CN(C)c1nnnn1-c1ccc(Oc2ncc(C(F)(F)F)cc2Cl)cc1	-0.8	5	4	-1.7	21	4	-13	7	-0.9
CC1CN=C(Nc2cccc(S(=O)(=O)N(C)C)c2)S1 (configuration not stated)	0.2	3	4	0.1	14	-1	4	-7	-0.2
O=C(NCCCN=C1NS(=O)(=O)c2ccccc21)c1ccco1	-0.7	-1	-2	1.1	19	-1	3	1	0.3
COc1ccccc1C(=O)N1CCNC(=O)C1CC(=O)Nc1ccc(Cl)cc1 (configuration not stated)	0.0	3	-3	0.1	30	-1	3	12	1.2
O=S(=O)(O)c1nc2ccccc2n1Cc1ccccc1	1.9	4	3	0.9	-27	1	-1	11	-0.8
O=C(NCCCCc1ccccc1)C1CC(c2ccc([N+](=O)[O-])cc2)=NO1 (configuration not stated)	-0.5	8	1	-0.3	39	2	-2	6	-2.3
CCOC(=O)C1CCCN(CCC(=O)Nc2ccccc2)C1 (configuration not stated)	-0.2	2	-1	0.3	-12	-1	-10	6	-0.4
O=C(CCS(=O)(=O)c1ccccc1)Nc1nc(-c2cccs2)cs1	0.9	8	5	1.9	39	3	-4	15	-6.9
O=C(NCCc1ccccc1)c1cc(=O)c2ccccc2o1	0.5	7	-1	0.3	-9	4	0	8	0.7
CCc1cccc(CC)c1NC(=S)NCC(c1cccnc1)N(C)C (configuration not stated)	-0.1	4	-1	0.5	5	0	-4	8	1.2
COc1nc(NCc2ccco2)nc(N2CCC(C)CC2)n1	-0.8	5	-3	-0.3	-15	3	-3	-6	-4.6
COc1ccc2[nH]c(=O)c(CN(CCc3ccccc3)C(C)=O)cc2c1	2.1	4	0	-0.3	6	-2	-4	21	-0.3
Cc1oc(-c2ccccc2F)nc1CS(=O)(=O)CC(=O)NCCCc1ccccc1	0.0	-2	0	-0.2	51	-3	4	9	1.4
CCNC(=S)NNC(=O)c1csc2c1CCC(C)C2 (configuration not stated)	0.1	-1	0	0.0	8	-4	4	17	-1.4
OC(c1cccs1)(c1cccs1)C1C[N+]2(CF)CCC1CC2 (configuration not stated)	0.0	2	-2	0.4	21	-4	-6	24	-1.7
COc1ccc(N2C(=O)C3C4C=CC(C5CC45)C3C2=O)c([N+](=O)[O-])c1 (configuration not stated)	2.4	2	-2	1.7	21	0	-7	24	-1.9
CCOC(=O)C1=C(O)CSC1=Nc1cccc(Cl)c1	1.2	8	-4	0.1	13	8	-8	11	-4.2
Cc1cccc(N=C2NC(=O)/C(=C/C=C/c3ccco3)S2)c1C	0.8	2	0	0.4	-14	-4	3	14	-2.8
CSc1ccc(/C=N/Nc2nc(C)cc(C)n2)cc1	0.8	7	-1	1.2	-13	3	-6	-23	1.5
CN1C(=O)C(CC(=O)NCC2CCCCC2)SC1=Nc1ccccc1 (configuration not stated)	-1.3	3	-3	-0.2	37	2	-5	21	0.6
COc1ccc(N=C2SCC(c3ccc(C)cc3)=NN2CCO)cc1	-2.4	-6	0	0.2	9	2	8	-17	-1.1
CSc1ccccc1C(=O)Nc1ccccc1C	-1.1	9	-3	0.7	1	5	2	23	-1.0

Random excerpt: three compounds from above.
SMILES	TRPN1 ag	BaF3 parental	Wee1 stabilizer	TRPML3 agonist	CHOP inhibitor	Ba/F3 V617F tox	RBBP9 inhibitor	PPC-1+TRAIL kill	TNF death inh
COc1ccc2[nH]c(=O)c(CN(CCc3ccccc3)C(C)=O)cc2c1	2.1	4	0	-0.3	6	-2	-4	21	-0.3
COc1nc(NCc2ccco2)nc(N2CCC(C)CC2)n1	-0.8	5	-3	-0.3	-15	3	-3	-6	-4.6
O=C(NCCCN=C1NS(=O)(=O)c2ccccc21)c1ccco1	-0.7	-1	-2	1.1	19	-1	3	1	0.3

Next results
SMILES	TRPN1 ag	BaF3 parental	Wee1 stabilizer	TRPML3 agonist	CHOP inhibitor	Ba/F3 V617F tox	RBBP9 inhibitor	PPC-1+TRAIL kill	TNF death inh
COc1cc2c(cc1OC)CN(C(=O)NS(=O)(=O)c1ccc(C)cc1)CC2	0.4	2	-1	0.1	4	-1	-1	3	0.7
COC(=O)Cn1c(=O)c(C)nc2ccccc21	0.4	4	13*	0.5	-14	-3	5	8	0.9
CCN1C(=O)CC(C(=O)NCCc2ccc(S(N)(=O)=O)cc2)SC1=Nc1ccc(OC)cc1 (configuration not stated)	1.3	5	-2	1.2	13	1	-2	6	0.3
COc1cc(C(=O)Nc2ccc(S(=O)(=O)N3CCCCC3C)cc2)cc(OC)c1OC (configuration not stated)	-1.4	2	-2	-0.1	15	3	-15	15	-6.3
CCC1Oc2ccc(C)cc2N(CC(=O)N(Cc2ccc(C)o2)C2CCCC2)C1=O (configuration not stated)	-0.7	1	3	0.0	10	1	-10	0	-1.2
O=C(N/N=C/c1cccnc1)c1ccc(NC(=O)C(c2ccccc2)c2ccccc2)cc1	2.7	2	1	0.1	78*	2	-25	-5	-0.4
O=C(COc1ccccc1[N+](=O)[O-])Nc1ccc2c(c1)OCO2	0.1	0	6	0.6	1	-3	-2	41	0.1
O=C(NC(Cc1c[nH]c2ccccc12)C(=O)O)/C(=C/c1ccc(F)cc1)NC(=O)c1ccccc1 (configuration not stated)	1.6	0	-2	0.0	1	-2	-8	-2	3.8
COCCN(C(=S)Nc1c(C)cccc1C)C(C)c1cccs1 (configuration not stated)	-2.9	6	2	-0.6	3	1	-3	3	-0.1
COc1ccc(C2=C(Nc3ccc(F)cc3)c3ccccc3C2=O)cc1	-0.2	1	2	-0.5	-9	-3	-2	.	-2.5
CC1(C)CC(=O)C(CC(=O)Nc2ccc(S(N)(=O)=O)cc2)=C(O)C1	1.6	1	-1	0.6	12	-2	5	9	0.3
O=C(O)COc1c(-c2ccccc2)oc2ccccc2c1=O	0.5	3	3	0.2	11	-2	-5	4	-1.6
CN(C)c1cccc(C(=O)OCC(=O)Nc2ccccc2-c2ccccc2)c1	-0.5	-1	0	-0.1	47	-3	-2	-10	2.6
Cc1oc(-c2ccccc2F)nc1CS(=O)(=O)CC(=O)NCCCN(C)C1CCCCC1	0.8	3	8	0.0	10	-2	-2	-6	-0.3
C[C@@H]1C[C@H]2[C@@H]3CCC4=CC(=O)C=C[C@]4(C)[C@@]3(F)[C@@H](O)C[C@]2(C)[C@H]1C(=O)CO	0.6	0	7	0.6	41	10	-8	14	-2.3
CCCSc1nc2c(c(=O)n1-c1ccc(OCC)cc1)SCC2	2.9	5	1	0.3	3	3	3	24	0.0
O=C(Nc1cccc2c1CCCC2)C1CCN(c2nnnn2-c2ccccc2)CC1	0.4	4	-2	0.2	30	6	1	0	0.1
COc1cccc(-c2nnc(SCc3nc4ccccc4[nH]3)n2N)c1	-1.3	-1	-1	-0.2	0	-4	-5	-6	-0.4
Cc1cccc(N(C(=O)Cn2nnc(-c3ccccc3F)n2)C(C(=O)NC(C)(C)C)c2ccncc2)c1 (configuration not stated)	-0.9	2	-3	1.1	6	-5	6	-3	-0.4
CSCC[C@H](NC(=O)C1CCN(S(=O)(=O)c2ccc(C)cc2)CC1)C(=O)NCC1CCCO1 (some centres not stated)	-1.3	0	0	-1.1	13	-3	-6	9	-5.9
O=C(CSc1nnc(CNc2ccccc2)o1)N1CCc2ccccc21	0.7	-1	-1	-0.8	51	-3	-3	6	-2.1
COc1ccc(NC(=O)c2cccc(S(=O)(=O)N3CCOCC3)c2)cn1	1.1	6	-3	1.0	13	0	0	-8	0.0
O=S(=O)(c1ccc(-c2nc3ccccc3s2)cc1)N1CCCC1	0.8	6	1	0.6	-47	3	-8	-1	0.7
O=C(Nc1cccc(Cl)c1)Nc1nc(-c2ccccc2)cs1	0.2	2	0	1.4	2	1	5	21	1.0
COc1ccc(C2(C(=O)Nc3ccc(OC)cc3OC)CCCC2)cc1	0.1	4	-2	-0.2	7	1	-8	26	1.2
O=C1CCCN1CCC1CCN(C2CC(=O)N(c3ccc(F)cc3)C2=O)CC1 (configuration not stated)	3.0	4	2	-0.2	32	-1	-3	-18	-1.0
CCCCNCCOCCOc1ccc(C)cc1[N+](=O)[O-]	1.8	8	0	0.2	1	1	1	-15	-1.0
Nc1ccc(S(=O)(=O)Nc2ccc(S(N)(=O)=O)cc2)cc1	0.1	4	8	1.1	-31	-1	-10	34	1.3
COC(=O)c1ccccc1NC(=O)CN1CCC(n2nnc3cc(F)ccc32)CC1	0.6	6	0	-0.3	19	3	-4	5	-0.8
CC(=O)N1CCN(c2ccc([N+](=O)[O-])c(NCc3cccnc3)c2)CC1	-1.1	9	1	0.3	1	6	-11	-6	-2.0
COc1cc(C(=O)OCC(=O)c2c(N)n(C)c(=O)n(C)c2=O)ccc1OCCC(C)C	-1.1	2	3	1.0	2	-4	-4	-6	1.4
Cc1ccccc1OCC(O)CN1CCN(CCN2C(=O)c3cccc4cccc(c34)C2=O)CC1 (configuration not stated)	-2.2	7	-4	0.4	33	0	4	31	1.4
CCc1c(-c2ccccc2)nc(N)c(C#N)c1-c1cccs1	-1.3	11	-1	-1.0	33	4	-6	9	-0.9
Cc1ccsc1/C=N/NC(=O)Cc1cc(=O)[nH][nH]1	1.6	-2	-2	-0.8	10	-6	-4	-2	0.0
CC(C)(C)c1ccc(C(=O)N2CCC(C(=O)NCc3ccco3)CC2)cc1	1.4	5	0	0.4	-40	-1	-9	-6	-2.5
CCOC(=O)c1c(OCC)[nH]c2c1cc(O)c1ccccc12	-0.8	3	0	0.5	31	4	-8	-16	-7.3
COC(=O)C1=NN(C(C)(C)CC(C)=O)C2C(=O)N(C3CCCCC3)C(=O)C12 (configuration not stated)	1.0	5	0	1.0	-13	-3	4	14	0.7
O=S(=O)(c1ccc(S(=O)(=O)N2CCN(Cc3ccccc3)CC2)cc1)N1CCOCC1	0.4	0	0	0.1	22	-3	-5	-3	-2.3
